KCC2 mod: KCC2 cotransporter modulators, thallium flux, primary screen, cell-based, HEK293 KCC2, FluoZin-2 fluorescence, MLSMR; 190,000 tested, 2.2% active; KCC2 cells, thallium flux FluoZin-2 fluorescence; B-score of Tl+ flux slope (higher = more flux/activation; lower = inhibition) at 10 µM;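 active means thallium flux slope and its plate-corrected score both differing from the plate sample mean at a set confidence after two filtering rounds, in either direction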;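 further: slope of fluorescence scaled to starting intensity during 10 to 20 s after thallium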
Furin inh: human furin inhibitors, primary screen, biochemical, fluorescence intensity; inhibition, % at 30 µM; purified furin, fluorogenic substrate cleavage; 220,000 tested, 0.061% active; in the data active means inhibition above about 25%; further: inactives centre near -15
Target sequence (P09958 108-714 limits assumed): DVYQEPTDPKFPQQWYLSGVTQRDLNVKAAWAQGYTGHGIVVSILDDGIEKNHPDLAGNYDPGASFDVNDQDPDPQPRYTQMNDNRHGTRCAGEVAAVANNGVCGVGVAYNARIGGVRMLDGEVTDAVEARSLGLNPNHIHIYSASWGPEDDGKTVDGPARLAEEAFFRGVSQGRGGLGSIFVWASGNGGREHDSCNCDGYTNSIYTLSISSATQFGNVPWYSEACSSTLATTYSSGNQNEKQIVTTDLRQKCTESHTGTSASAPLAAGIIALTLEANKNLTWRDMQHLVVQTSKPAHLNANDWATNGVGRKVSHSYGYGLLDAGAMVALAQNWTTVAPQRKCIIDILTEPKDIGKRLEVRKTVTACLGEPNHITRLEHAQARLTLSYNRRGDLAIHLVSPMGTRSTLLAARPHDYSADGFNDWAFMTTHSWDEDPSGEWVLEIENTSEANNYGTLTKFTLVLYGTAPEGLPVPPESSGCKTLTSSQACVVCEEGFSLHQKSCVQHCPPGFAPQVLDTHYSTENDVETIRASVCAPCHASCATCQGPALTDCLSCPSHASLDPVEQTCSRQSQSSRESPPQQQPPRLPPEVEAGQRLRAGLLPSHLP
m-calpain inh: inhibitors of pig calpain II, primary screen, biochemical, fluorogenic peptide substrate, 1536-well | purified calpain II, 30 min | inhibition, % at 16 µM | 220,000 tested, 0.37% active | AID 1236, 2008;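 active means inhibition above about 50%, limit read from the data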
FXIa inh 1536: human FXIa protease inhibitors, primary screen, biochemical, 1536-well; Coagulation factor XI (Homo sapiens), P03951; purified FXIa, Boc-Glu-Ala-Arg-AMC fluorogenic substrate; inhibition, % at 5 µM; 220,000 tested, 0.14% active; AID 798, 2007;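 active means inhibition of at least 40%; inactive means inhibition below 40%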;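 further: fluorescence of freed AMC excited at 355 nm; 0% = enzyme without compound and 100% = no enzyme blank; many of its hits are not listed in these tables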
KLK5 inh: human KLK5 protease inhibitors, primary screen, biochemical, 1536-well; recombinant hK5, fluorogenic AMC substrate cleavage; inhibition, % at 5 µM; 210,000 tested, 0.59% active; Kallikrein-5 (Homo sapiens), Q9Y337;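 active means inhibition of 40% or more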;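 further: 0% = enzyme controls without compound and 100% = no-enzyme blanks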
Thrombin inh: human alpha-thrombin inhibitors, primary screen, counter-screen for coagulation protease inhibitor project, biochemical, 1536-well, fluorogenic AMC substrate; Boc-VPR-AMC fluorogenic substrate cleavage; 220,000 tested, 0.26% active; inhibition, % at 5 µM;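 active means inhibition at or above 40%; inactive means inhibition below 40%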;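 further: 0% = enzyme with no compound and 100% = wells without enzyme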
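Material: human alpha-thrombin protein. Incubation: reaction at ambient temperature. Technique: fluorescence of released AMC, ex 355 nm, em 460 nm. Control set: no-compound enzyme wells and no-enzyme blanks. Also added: Boc-VPR-AMC substrate, 15 µM final. Buffer or medium: pH 7.5 Tris (50 mM) with NaCl 150 mM, Tween 20 0.05%.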
Rad51 HR inh: human RAD51 strand exchange inhibitors, primary screen, biochemical, fluorescence. inhibition, % at 10 µM. hRad51 DNA strand exchange, fluorescence dequenching. DNA repair protein RAD51 homolog 1 (Homo sapiens), Q06609. 200,000 tested, 0.085% active;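 active means inhibition above 40% at the single screening dose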;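 further: 0% = DMSO control wells and 100% = blanks with heterologous ssDNA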
Target sequence (Q06609 whole entry, looked up): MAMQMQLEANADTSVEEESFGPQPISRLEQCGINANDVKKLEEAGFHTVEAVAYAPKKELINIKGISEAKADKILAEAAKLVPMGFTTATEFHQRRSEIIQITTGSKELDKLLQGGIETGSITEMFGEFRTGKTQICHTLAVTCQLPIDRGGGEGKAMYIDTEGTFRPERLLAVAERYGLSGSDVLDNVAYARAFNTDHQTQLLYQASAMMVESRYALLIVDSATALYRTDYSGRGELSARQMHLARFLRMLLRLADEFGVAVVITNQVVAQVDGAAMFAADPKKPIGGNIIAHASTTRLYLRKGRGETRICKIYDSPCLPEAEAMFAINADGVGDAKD
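Material: hRad51 filaments on single-stranded DNA; Reagent: Donor/quencher-labelled 47-bp dsDNA substrate; Compound: 10 µM final, single point; Schedule: 37 °C 15-min filament assembly, 30-min compound preincubation, 15-min exchange; Technique: FRET fluorescence, excitation 485 nm, emission 520 nm; Benchmarks: control wells and blank wells on each plate.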
FXIIa inh: human FXIIa protease inhibitors, primary screen, biochemical, 1536-well; 220,000 tested, 0.3% active; AID 800, 2007; Coagulation factor XII (Homo sapiens), P00748; purified FXIIa, Boc-QGR-AMC fluorogenic substrate, 2 h; inhibition, % at 5 µM; in the data active means inhibition above about 40%;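 further: 0% = enzyme with no compound and 100% = blank without enzyme; many of its hits are not listed in these tables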
PERK inhibitor: block of dimerizer-induced PERK translation repression, primary screen, PERK inhibitor project, CHO PERK-DD cells, SEAP luminescence, HTS. inhibition, % at 5.6 µM. Eukaryotic translation initiation factor 2-alpha kinase 3 (Homo sapiens), Q9NZJ5. 220,000 tested, 0.17% active. AID 1416, 2008. CHO PERK-DD fusion, SEAP luminescence translation reporter;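 active means inhibition above the mean inhibition of all tested compounds plus 3 SD, set separately per screening campaign, cut at about 2.9% in these data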;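 further: PERK kinase domain activated by AP20187 dimerizer at 100 nM; 0% = DMSO with dimerizer and 100% = rapamycin at 8.4 µM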
* = called active by the depositor; i = inactive; / = not tested or not shown; [ ] = dose if it differs, or a comment. This is a subset; rates above refer to the full screens.

SMILES	KCC2 mod	Furin inh	m-calpain inh	FXIa inh 1536	KLK5 inh	Thrombin inh	Rad51 HR inh	FXIIa inh	PERK inhibitor
Clc1ccc(OCCCCSc2ncccn2)cc1	/	-16[20 µM]	17	-11	19	-7	-10	-8	-1.2
COc1ccc(NC(=S)N(CCN2CCOCC2)C2CCN(C(C)=O)CC2)cc1Cl	0.38	-15	12	-4	-4	-9	2	7	-0.4
Cc1cc(C)nc(NC(=O)C(C)C)n1	/	-13[20 µM]	0	0	-10	1	-7	12	-0.2
CCn1c(SCC(=O)Nc2ccc(C(=O)OC)cc2)nc2cccnc21	0.12	-8[20 µM]	-10	6	-10	2	/	15	-1.2
Cn1c(SCC(=O)c2c(N)n(C)c(=O)n(C)c2=O)nnc1-c1ccc(F)cc1	-0.22	-8	8	4	-26	-11	2	3	1.0
O=C(Cn1c(=S)[nH]c2ccccc2c1=O)NCCc1ccccc1	0.75	-35	-2	-6	1	2	1	8	0.3
O=C1COc2ccc(C(=O)COC(=O)c3cnc(Cl)c(Cl)c3)cc2N1	-1.2	-28	-17	6	-1	-4	10	10	1.5
COc1ccc(CC(=O)NC(=S)Nc2ccc(S(N)(=O)=O)cc2)cc1	2.4	-26	-12	5	-9	-2	/	8	0.4
Cc1ccc(S(=O)(=O)NC(C)(C)CSc2ccccn2)cc1	-0.024	-14	1	-4	-14	-4	/	7	0.0
Cc1cccc(C)c1NC(=O)CS(=O)CC(=O)NCC1OCCc2ccccc21 (centres undefined)	0.16	-17	8	-4	-9	1	5	-1	1.0
Cc1ccc(P(=O)(OCCN2CCOCC2)C(C)(C)C)o1 (centres undefined)	/	-7	-7	0	-10	6	3	15	1.8
O=C(COC(=O)CNC(=O)c1ccc(Br)cc1)NCCC1=CCCCC1	-1.8	-27	2	0	2	1	18	7	-0.8
CC(C)c1nnc(NC(=O)C2CCN(c3nc4ccccc4s3)CC2)s1	1.2	-16	-9	5	-16	0	-2	4	0.4
COc1cccc(C(C(=O)NC(C)(C)C)N(C(=O)CCC(=O)Nc2cc(C)on2)C(C)(C)C)c1OC (centres undefined)	0.13	1[20 µM]	-9	9	0	0	-1	19	-1.5
O=C(COC(=O)c1ccccc1NCc1ccco1)Nc1ccc2c(c1)OCO2	0.21	-23[20 µM]	-19	-7	-9	-24	16	-14	1.1
O=S(=O)(NCCc1ccncc1)c1ccc(Br)cc1	0.29	-16[20 µM]	-19	3	-7	2	-5	14	-1.0
CCCCOC(=O)c1c(C)oc2ccc(NS(=O)(=O)c3ccc4c5c(cccc35)C(=O)N4)cc12	/	-22[20 µM]	-377	1	-27	6	-4	16	-1.3
COc1ccc(C(C)NC(=O)c2ccccc2Br)cc1OC (centres undefined)	1.3	-19	-16	-4	-6	-5	13	3	1.1
Cc1ccccc1CC1(CO)CCCN(C(=O)c2ccccc2N(C)C)C1 (centres undefined)	-0.042	-36	-16	0	0	-7	0	10	-0.3
Cc1ccc(-c2cc([C@H]3[C@H]4C=CC[C@@H](C)[C@@H]4C(=O)N3Cc3ccccc3)ccc2F)cc1	-0.035	-15	40	-1	2	2	-6	5	/
CCOc1cccc(OCCCCn2cnc3ccccc3c2=O)c1	-0.019	-13	-6	-2	-31	2	13	5	1.2
Cc1c(NC(=O)/C(C#N)=C/c2ccc(-c3ccc(Cl)c(Cl)c3)o2)c(=O)n(-c2ccccc2)n1C	-1.4	-5	15	14	20	12	-7	23	0.0
O=C1C(Cc2ccccc2)C(c2ccccc2)N1c1ccccc1 (centres undefined)	-0.59	-7[20 µM]	3	-6	4	-5	-8	-8	0.1
O=[N+]([O-])c1ccc(Oc2cccc(F)c2)c2ccncc12	/	-14[20 µM]	51*	3	7	3	-21	14	-0.6
O=C(CCC(=O)c1ccc(F)cc1)Nc1ccccc1Cl	-0.82	-8	20	17	-9	3	-3	20	-0.8
CCOC(=O)/C(=C\C=C\N1CCOCC1)C(C)=O	/	2	0	-3	-1	-6	8	7	-0.3
CC1=C(C(N)=O)C(c2cccnc2)n2nc(-c3cccc(C)c3)nc2N1 (centres undefined)	-0.11	-18	-2	0	-6	2	0	16	1.0
Cn1cccc1/C=N/NC(=O)c1cccnc1	3*	-2[20 µM]	2	7	-6	-1	-10	16	0.6
COCCn1c(SCc2nnc(-c3ccc(OC)c(OC)c3)o2)nnc1-c1ccncc1	/	-32	-14	0	2	2	-7	12	0.5
CC(C)NC(=O)Cn1c(SCC(=O)N2CCCc3ccccc32)nc2ccccc21	0.018	-23	-23	3	-10	1	-7	11	-0.5
Cc1ccccc1CNC(=O)c1ccccc1NS(C)(=O)=O	0.47	-20	-181	19	-1	-3	-1	7	-0.1
O=S(=O)(Nc1cccc2ccccc12)c1ccccc1	-0.28	-16	1	3	3	-1	-2	1	1.2
CCOc1ccc(OCC(=O)NCCc2nc3ccccc3[nH]2)cc1	0.9	-17[20 µM]	12	-8	0	-5	4	4	0.6
Cc1cc(NC(=O)c2ccc(NC(=O)C(C)C)cc2)no1	1.4	-12[20 µM]	3	6	-10	2	-1	14	-0.2
Cc1cc(C)nc(Nc2n[nH]c(-c3ccccc3Cl)n2)n1	-0.64	-3	16	12	20	12	-1	/	0.9
CC1CCCCC1NCc1cccc([N+](=O)[O-])c1 (centres undefined)	0.054	-4	7	-5	-11	-3	-7	0	-0.7
Cc1ccccc1-n1nc(-c2cccnc2)cc1C(=O)NN	0.69	-14	-9	-4	-4	-14	11	0	0.0
Nc1c(S(=O)(=O)c2cccs2)c2nc3ccccc3nc2n1Cc1ccc2c(c1)OCO2	0.48	-17	-93	-7	-22	1	-6	-9	-1.9
CC1(C)C2CC=C(/C=N/NC(=S)NCCc3ccccc3)C1C2 (centres undefined)	-0.54	-12	12	-3	-7	-1	27	3	1.9
CC1=CCC2C(=O)N(Cc3ccccc3)C(=O)C2C1 (centres undefined)	0.72	-16[20 µM]	-9	-3	-18	-2	8	0	-0.5
O=C(COC(=O)c1ccc[nH]c1=O)Nc1ccc(S(=O)(=O)N2CCCC2)cc1	-0.69	-29	-20	1	-1	2	8	16	0.2
O=C(NCCN1CCN(c2ccccc2)CC1)c1cccn2c(=O)c3cc(Cl)ccc3nc12	-0.23	7	-43	3	-9	-6	-5	-4	-0.3
COc1ccc(S(=O)(=O)N2CCCC2)c(C)c1C	0.11	-19	15	0	5	-8	-3	2	-0.2
Cc1nc(SCC(=O)NCCc2ccccc2)n[nH]1	/	-28	-46	2	-28	-11	/	9	2.4
CCOc1ccc2cc(C#N)c(SCC(=O)NC(C)CC)nc2c1 (centres undefined)	-0.084	-1	-96	2	0	0	0	14	-0.2

Full records, looked up by structure.
`COc1ccc(S(=O)(=O)N2CCCC2)c(C)c1C` is listed with KCC2 mod = 0.11; Furin inh = -19; m-calpain inh = 15; FXIa inh 1536 = 0; KLK5 inh = 5; Thrombin inh = -8; Rad51 HR inh = -3; FXIIa inh = 2; PERK inhibitor = -0.2
`Cc1ccccc1-n1nc(-c2cccnc2)cc1C(=O)NN` is listed with KCC2 mod = 0.69; Furin inh = -14; m-calpain inh = -9; FXIa inh 1536 = -4; KLK5 inh = -4; Thrombin inh = -14; Rad51 HR inh = 11; FXIIa inh = 0; PERK inhibitor = 0.0

The results go on:
SMILES	KCC2 mod	Furin inh	m-calpain inh	FXIa inh 1536	KLK5 inh	Thrombin inh	Rad51 HR inh	FXIIa inh	PERK inhibitor
COc1ccc(C2c3ccc(O)cc3Oc3ncn(Cc4ccco4)c(=N)c32)cc1OC (centres undefined)	0.42	-14	-12	0	2	-3	-12	3	-1.1
COc1ccccc1C1=NC(c2ccc(F)cc2)N=C1C (centres undefined)	-2.2	0	-1	-9	-6	-2	8	1	2.2
Cc1ccc(C)c(CSCC(=O)NCc2cccs2)c1	-0.12	-35	5	2	0	-6	2	5	0.8
O=C(Cn1c(=O)oc2cc(S(=O)(=O)N3CCCCC3)ccc21)N1CCc2ccccc21	-0.49	-25	-29	3	-3	2	/	2	1.9
COC(=O)[C@H](Cc1ccccc1)NC(=O)Nc1ccc(C)cc1	/	-11[20 µM]	-11	2	4	0	9	15	-0.2
Cc1cccc2cc(COC(=O)c3ccco3)c(=O)[nH]c12	-1.9	-30	-4	-4	7	-2	0	-1	-0.5
O=C(Nc1cccc(C(F)(F)F)c1)c1ccc(N2CCNCC2)c([N+](=O)[O-])c1	1.3	-24	-22	-4	/	0	/	10	-0.4
CCNc1nc(NC(C)C)nc(OCC)n1	1.2	-13[20 µM]	-35	6	-18	0	-1	16	0.1
COc1ccc(NC(=O)N(C2CCCCC2)C(C)c2ccco2)c(OC)c1 (centres undefined)	-0.36	-15	22	-2	-9	-3	-4	2	-1.3
COc1ccc(/C=C/C(=O)c2cc(Br)ccc(=O)c2O)cc1	22*	-5	-43	14	-14	1	-6	18	0.1
O=S(=O)(Nc1ccc(Cc2ccncc2)cc1)c1ccc(Cl)cc1	0.56	-30	22	-2	0	0	-4	6	0.5
O=C(c1ccncc1)N(c1ccc2oc3c(c2c1)CCCC3)S(=O)(=O)c1cccc([N+](=O)[O-])c1	-1.5	-18	-37	3	-7	-8	1	11	0.7
COC(=O)Nc1nnc(/C=C/c2ccccc2)s1	0.47	-10	i	3	-65	-11	4	1	0.8
O=C(COc1ccc(Cl)cc1)Nc1nnc(-c2ccco2)o1	0.89	-14	7	-3	-3	-10	3	5	0.7
COc1ccc(C2NC(=O)c3ccccc3O2)c(OC)c1OC (centres undefined)	/	-34	9	-5	-5	-2	-4	10	1.4
CC(C)c1ccc(NC(=O)CSc2ncccc2C(=O)Oc2cccc([N+](=O)[O-])c2)cc1	0.2	-20	25	4	-31	4	/	8	0.8
CCc1nc2sc3c(=O)[nH]cnc3c2c2c1CSC(C)(C)C2	-1.4	-3	-36	-1	1	-5	6	4	0.3
CCc1cc2c(=O)[nH]cnc2s1	0.15	-5	-10	2	-3	0	-3	16	0.5
Cc1[nH]c2ccccc2c1N=Nc1ccc(F)cc1	0.026	-16	-10	0	11	-8	-2	12	0.1
CC(NC(=O)/C=C/c1ccccc1)c1ccccc1 (centres undefined)	0.48	-21	-23	-4	-2	-8	2	5	0.4
CCn1c(C)c(/C=N/Nc2nc3ccccc3s2)c2ccccc21	-0.06	-1[20 µM]	-5	3	10	1	/	15	-0.6
COc1ccc(/C(O)=C2/C(=O)C(=O)N(CCN3CCOCC3)C2c2cccnc2)cc1OC (centres undefined)	-0.48	-16[20 µM]	14	7	5	3	-6	17	1.0

Part of the list above in order of length of the SMILES, rising:
SMILES	KCC2 mod	Furin inh	m-calpain inh	FXIa inh 1536	KLK5 inh	Thrombin inh	Rad51 HR inh	FXIIa inh	PERK inhibitor
O=[N+]([O-])c1ccc(Oc2cccc(F)c2)c2ccncc12	/	-14[20 µM]	51*	3	7	3	-21	14	-0.6
CCn1c(SCC(=O)Nc2ccc(C(=O)OC)cc2)nc2cccnc21	0.12	-8[20 µM]	-10	6	-10	2	/	15	-1.2
Cc1cccc(C)c1NC(=O)CS(=O)CC(=O)NCC1OCCc2ccccc21 (centres undefined)	0.16	-17	8	-4	-9	1	5	-1	1.0
